# Screening data: PubChem BioAssay, National Center for Advancing Translational Sciences (NCATS)
# AmpC det inh: blocks E. coli AmpC beta-lactamase in presence of detergent. purified AmpC, nitrocefin hydrolysis with detergent. actives 0.09% (n = 71,000). AID 584. P00811. Potency, µM (top dose mostly 28.7 µM), without a hit: at the highest dose activity change, negative = inhibition; active means well fitted curve in the direction sought with a large enough effect
# Target sequence (P00811 whole entry, looked up): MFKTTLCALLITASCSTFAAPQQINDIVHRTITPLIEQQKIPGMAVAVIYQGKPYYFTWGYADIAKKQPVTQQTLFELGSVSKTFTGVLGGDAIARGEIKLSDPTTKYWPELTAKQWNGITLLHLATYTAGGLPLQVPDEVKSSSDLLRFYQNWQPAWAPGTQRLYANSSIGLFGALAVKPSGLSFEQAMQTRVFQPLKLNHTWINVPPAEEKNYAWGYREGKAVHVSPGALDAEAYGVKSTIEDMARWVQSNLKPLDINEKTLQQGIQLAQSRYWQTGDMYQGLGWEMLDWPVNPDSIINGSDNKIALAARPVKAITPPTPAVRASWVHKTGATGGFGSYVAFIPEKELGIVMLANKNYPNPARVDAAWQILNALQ
#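 E. coli AmpC (5.3 nM) in 20 mM phosphate pH 7.0 with 0.01% Triton X-100, preincubated 15 min RT with compound; nitrocefin (2 uL of 800 uM stock) hydrolysis followed by 480 nm absorbance every 20 s over 4 min.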
# Numbers without * were called inactive; & = joins results of further samples; [ ] = another dose, or the depositor's remark. On the % scale 0 is the no-effect control and ±100 the full control effect; potency means the concentration at half of the fitted maximal effect.
SMILES,AmpC det inh
COC(=O)Nc1ccc2c(c1)ncn2C1CCCCC1,-4%
CC(NC(=O)OC(C)(C)C)C(=O)N1CCCC1C(=O)NC(Cc1ccccc1)C(N)=O (configuration not stated),-4%
Cc1ccc(-c2nn3c(C)nnc3s2)cc1NC(=O)c1ccc(-c2ccc(Cl)cc2Cl)o1,-5%
C=CCn1c(NCCOC)nc2c1c(=O)n(C)c(=O)n2C,-1%
Cc1ccc(C)c(N(CC(=O)N(C)C)S(C)(=O)=O)c1,-5%
CCC(C(=O)N1CCc2cc(OC)c(OC)cc2C1)c1ccccc1 (configuration not stated),-6%
CCOc1ccc2nc(NS(C)(=O)=O)sc2c1,-5%
O=c1c2ccccc2n(Cc2cccc(F)c2)c(=O)n1C1CCCC1,6%
Cc1ccc2nsnc2c1S(=O)(=O)NCc1ccncc1,-2%
COC(=O)CCC/C=C1/SCC(NC(=O)c2ccccc2)C1O (configuration not stated),-6%
C#CCCCCCCCCCCCCCCCC(=O)O,-3%
C[C@]1(C(=O)O)[C@@H]2CC[C@@H](O2)[C@@]1(C)C(=O)O,-3%
CCOC(=O)Nc1cc(=O)c2ccccc2o1,-3%
COC(=O)COc1ccc(S(=O)(=O)Nc2ccccc2SC)cc1,-7%
Oc1[nH]c2ccccc2c1OCc1ccncc1,-1%
O=C1CCn2nc(-c3ccc(Cl)cc3)cc2N1,11%
CCn1c(CCCNC(=O)c2cccs2)nc2ccccc21,10%
CCn1c(COc2ccc3c(c2)CCCC3)nnc1SCC(=O)Nc1nccs1,-2%
O=C(O)c1c(F)c(F)cc2ccccc12,-2%
Clc1ccc(Nc2nc(NCCN3CCOCC3)nc(N3CCOCC3)n2)cc1,-2%
COC(=O)c1ccc(C(NC(=O)OCc2ccccc2)/C(=C/[C@@H](C)C(=O)NCc2ccc(C)o2)c2cccnc2)cc1 (some centres not stated),18%
Cc1cc(=O)[nH]c(=S)[nH]1,8%
CC1CCN(c2nc3c(c(=O)[nH]c(=O)n3C)n2Cc2ccccc2Cl)CC1,10%
Cn1c(C(=O)N2CCN(Cc3ccccc3)CC2)cc2c(=O)n(C)c3ccccc3c21,6%
Cc1cc(NCc2ccccc2Cl)n2nnnc2n1,9%
CCC(=O)N(Cc1cc2c(C)cc(C)cc2[nH]c1=O)C1CCCCC1,5%
Nc1nc(-c2ccc(Br)s2)c(Br)s1,11%
Cc1csc(C2=C(O)CN(CCc3ccccc3)C2=N)n1,9%
Cc1ccc(C(=O)Oc2ccc3c(c2)ncn3C)cc1,-5%
CC(C)N(C(=O)CSc1nn2c(=O)c(C(C)(C)C)nnc2s1)c1ccccc1,11%
Cc1cccc(-n2c(N)cc(=O)[nH]c2=S)c1,-1%
COc1ccc2c(=O)cc(-c3ccc(O)cc3)oc2c1,-6%
COC(=O)C1CCN(C(=O)c2ccccc2NC(C)=O)CC1,8%
Cc1ccc(C(c2nnnn2CC2CCCO2)N2CCN(c3cccc(C)c3C)CC2)cc1 (configuration not stated),43%
CCN1CCN(c2cc(=O)n(C3CCCCC3)c(=O)[nH]2)CC1,21%
Cn1cnc2c1c(=O)n(Cc1cccc(Br)c1)c(=O)n2C,-5%
c1cncc(CNc2ncnc3ccc(-c4cccnc4)cc23)c1,9%
COc1ccc(NC(C)=O)cc1NC(=O)CSc1nc2ncccc2[nH]1,-1%
Cn1c(Cn2cnc3ccccc32)nnc1SCC(=O)CC(=O)Nc1ccccc1,13%
Cc1csc(NC(=O)C2CCCN2C(=O)OCC(C)C)n1 (configuration not stated),12%

# Overlap with the part before: 2 entries; new compounds follow.
SMILES,AmpC det inh
Cn1c(Cn2cnc3ccccc32)nnc1SCC(=O)CC(=O)Nc1ccccc1,13%
Cc1csc(NC(=O)C2CCCN2C(=O)OCC(C)C)n1 (configuration not stated),12%
c1ccc2c(c1)-c1cccc3c1c-2cc1ccccc13,5%
O=C(c1ccccc1)N1CCN(c2ccccc2F)CC1,20%
O=C(Cn1cnc2c(cnn2-c2ccccc2Cl)c1=O)N1CCc2ccccc21,-6%
O=C(OCc1ccccc1F)c1ccc2c(c1)OCCO2,0%
O=S(=O)(Nc1cccc(C(F)(F)F)c1)c1cccnc1,-5%
O=C1C=CC(=O)C=C1,11%&-5%
O=C(NC1CCCC1)C1CC(=O)N(CCc2ccccc2)C1 (configuration not stated),-5%
O=C(Nc1ccc2c(c1)OCO2)Nc1ccc(Br)cn1,-2%
Cn1c(CN2CCOCC2)nnc1SCC(=O)NC1CCCCC1,-3%
COc1ccc2nc(SCC(N)=O)[nH]c2c1,-4%
CCn1cc(Br)c(C(=O)Nc2ccc(F)c(Cl)c2)n1,7%
Cc1cc(C)cc(OCCCC(=O)O)c1,-3%
COC(=O)c1ccccc1S(=O)(=O)N(CCCN1CCOCC1)Cc1cccs1,-3%
O=C(Nc1ccc2c(c1)oc1ccccc12)c1cccnc1,-1%
CC(C)c1[nH]nc2c1C(c1ccc(OC(=O)c3ccco3)cc1)C(C#N)=C(N)O2 (configuration not stated),-1%
O=c1[nH]c(=O)n(C2CCCCCC2)c(O)c1C=NCCCN1CCOCC1,13%
Cc1ccc(C(=O)NCCNC(=O)CN2CCCC2)cc1,7%
COc1ccc2c(-c3ccccc3)cc(N3CCOCC3)nc2c1,12%
Cc1cc(C(=O)O)sc1C,14%
CN(C)c1ccc(C(=S)N2CCOCC2)cc1Br,9%
NC(=O)c1cccc(N)c1,4%&-2%
O=C(Nc1nc2ccccc2[nH]1)C1CC(=O)N(c2ccc3c(c2)OCCO3)C1 (configuration not stated),-4%
Cn1c(=O)[nH]c(=O)c2c1nc(N1CCOCC1)n2CC(O)COc1ccc2ccccc2c1 (configuration not stated),-5%
O=c1c2nnn(Cc3ccccc3)c2ncn1C/C=C/c1ccccc1,11%
O=C(NCNC(=O)N[C@H]1C(=O)NC(=O)N1CO)N[C@H]1C(=O)NC(=O)N1CO,1%[12.8 µM]
COc1ccc(-c2nc3cnc(N4CCN(C)CC4)nc3n(C)c2=O)cc1,0%
COc1ccc(S(=O)(=O)N2CCN(C(=O)c3cccs3)CC2)cc1OC,-6%
O=C(CN(c1ccc(F)cc1)S(=O)(=O)c1ccccc1)NCc1ccco1,11%
O=C(Nc1nnc(-c2ccccc2)s1)c1ccc(Cl)c(S(=O)(=O)N2CCOCC2)c1,0%
CCOc1ccc(-n2c(SCC(N)=O)nc3c(c2=O)SCC3)cc1,0%
CCCCS(=O)(=O)C(=C1Nc2ccccc2N1)S(=O)(=O)CCCC,-4%
COC(=O)N1CCC2(CCN(Cc3cc(C(F)(F)F)cc(C(F)(F)F)c3)CC2)CC1,-4%
CC1=Nn2c(nnc2C2CCCCC2)SC1,-1%
O=S1(=O)CC(NCc2ccccc2)C(Nc2ccc(Cl)cc2)C1 (configuration not stated),9%
O=C(c1ccc2c(c1)OCO2)N(c1ccc(F)cc1)C1C=CS(=O)(=O)C1 (configuration not stated),-2%
Cc1ccccc1OCC(=O)N(Cc1ccc(N(C)C)cc1)C1CCS(=O)(=O)C1 (configuration not stated),4%
COC(=O)c1[nH]c2ccccc2c1NC(=O)CN1CCN(c2cccc(Cl)c2)CC1,-4%
O=C1c2ccccc2C(=O)N1CCCCSc1nnnn1-c1ccccc1,-2%
COCCNC(=O)[C@@]1(Cc2ccccc2)C=C[C@@H](C)N1C(=O)OC,12%
Cc1ccc(NCc2nnc(SCCN3CCCCC3)n2CC2CCCO2)c(C)c1 (configuration not stated),23%

# Seven structures already listed, sorted by formula weight, lowest first.
SMILES,AmpC det inh
NC(=O)c1cccc(N)c1,4%&-2%
CCOc1ccc(-n2c(SCC(N)=O)nc3c(c2=O)SCC3)cc1,0%
O=C(Nc1nc2ccccc2[nH]1)C1CC(=O)N(c2ccc3c(c2)OCCO3)C1 (configuration not stated),-4%
O=C(NCNC(=O)N[C@H]1C(=O)NC(=O)N1CO)N[C@H]1C(=O)NC(=O)N1CO,1%[12.8 µM]
COc1ccc(S(=O)(=O)N2CCN(C(=O)c3cccs3)CC2)cc1OC,-6%
Cc1ccc(NCc2nnc(SCCN3CCCCC3)n2CC2CCCO2)c(C)c1 (configuration not stated),23%
O=C(Nc1nnc(-c2ccccc2)s1)c1ccc(Cl)c(S(=O)(=O)N2CCOCC2)c1,0%

# Going on with the list.
SMILES,AmpC det inh
CCN1C(=O)/C(=C2\SC(=S)N(CCCOC)C2=O)c2ccccc21,3%
Cn1c(=O)c2c(ncn2CCN(CCO)Cc2ccccc2)n(C)c1=O,-2%
CCOc1ccc(NC(=O)CCNS(=O)(=O)c2ccc3c(c2)c(=O)n(C)c(=O)n3C)cc1,10%
COCc1[nH]nc2c1C(c1ccc(OC)c(OC)c1)C(C#N)=C(N)O2 (configuration not stated),18%
Cn1c(=O)c2c(nc(Br)n2CCSc2nnnn2-c2ccccc2)n(C)c1=O,16%
COc1cc2c3cc1Oc1c(OC)c(OC)cc4c1[C@@H](Cc1ccc(O)c(c1)Oc1ccc(cc1)C[C@@H]3N(C)CC2)N(C)CC4,-1%
Cc1ccnc(NC(=O)c2ccc(NC(=O)c3ccco3)cc2)c1,-3%
COc1ccc(S(=O)(=O)N2CN(Cc3ccco3)c3nc4ccccc4nc32)cc1,8%
O=C(NCc1ccccc1)[C@@H]1C[C@H]1[C@@H](NP(=O)(c1ccccc1)c1ccccc1)c1ccccc1,0%
CCOC(=O)N1CCN(c2c(-c3ccc(C)cc3)c(=O)c2=O)CC1,-1%
COc1ccccc1N1CCN(C(=O)CN(Cc2ccccc2)S(C)(=O)=O)CC1,-4%
CCOc1ccc(CCNC(=O)C2CCCN(C(=O)N(C)C)C2)cc1OCC (configuration not stated),-3%
O=C(CN1C(=O)CSc2ccccc21)Nc1ccccc1C(=O)N1CCOCC1,-1%
CC(=O)NC(C(=O)NCC(N)=O)C(C)C (configuration not stated),12%
Cn1c(=O)c2c(nc(OCc3ccccc3)n2C)n(C)c1=O,37%
CCc1ccccc1NC(=O)CSc1nnc([C@H](CCSC)NC(=O)OC(C)(C)C)o1,-5%
O=C(CCSc1nc(-c2ccco2)cc(C(F)(F)F)n1)NCCc1ccccc1,6%
Cc1cc(N(C(=O)c2ccco2)C(C(=O)NC2CCCCC2)c2ccccc2)ccc1-n1cnnn1 (configuration not stated),-4%
COc1ccc(CNC(=O)CN(C(=O)c2ccc(CN3CCOCC3)o2)C2CCCC2)cc1,0%
Cc1ccc(Cn2c(=O)c3ccccc3n3c(CCC(=O)O)nnc23)cc1,13%
O=C(O)CCCc1nc2ccccc2s1,1%
CCN(CC)c1ccc2cc(-c3nc4ccccc4n3C)c(=O)oc2c1,-5%
CC(=O)N1CCc2cc(S(=O)(=O)NC(C(=O)Nc3nc(C)cs3)C(C)C)ccc21 (configuration not stated),11%
O=C(Nc1cccc2ccccc12)c1ccc(Br)o1,8%
Cc1cccc(NC(=O)CN(C)S(=O)(=O)c2ccccc2)n1,17%
COc1ccc(OC)c(S(=O)(=O)Nc2ccccc2C)c1,-5%
C[Si](C)(C)C#Cc1ccccc1NC(=S)Nc1ccccc1,-1%
CCN(CC)C(=O)CN1C(=O)C2(OCC(C)(c3ccccc3)CO2)c2ccccc21 (configuration not stated),-3%
N#C/C(=C\c1cccs1)Sc1nc2ccccc2s1,17%
CC1CC(C)CN(S(=O)(=O)c2ccc(C(=O)N3CCN(c4ccccc4)CC3)cc2)C1 (configuration not stated),0%
Cc1ccc2c(c1)C1CN(C)CCC1N2C(=O)c1ccc(Br)o1 (configuration not stated),8%
CCc1nc(N2CCN(C(=O)c3ccco3)CC2)c2oc3ccccc3c2n1,-2%
COc1ccc(S(=O)(=O)N2CCCCC2C(=O)O)cc1OC (configuration not stated),9%
Cc1cc(NC(=O)CSc2nnc(-c3ccco3)o2)no1,1%
COc1ccc(C2=CC(c3ccc(F)cc3)n3nnnc3N2)cc1 (configuration not stated),-3%
N#Cc1c(N)nc2c(c1-c1ccco1)CCCCC2,-2%
CCCC(=O)NCCCc1nc2ccccc2n1C,13%
CCNc1ncc2ncc(=O)n(C[C@H]3CCCO3)c2n1,-2%
CCOC(=O)N1CCN(CC(=O)c2ccc3c(c2)CCN3C(C)=O)CC1,-1%
CCOC(=O)c1ccc(NC(=O)CN2CCN(c3ccccc3)CC2)cc1,1%

# Overlap with the part before: two entries, followed by the next part.
SMILES,AmpC det inh
CCOC(=O)N1CCN(CC(=O)c2ccc3c(c2)CCN3C(C)=O)CC1,-1%
CCOC(=O)c1ccc(NC(=O)CN2CCN(c3ccccc3)CC2)cc1,1%
O=C(Nc1ccc2oc(-c3ccccc3Cl)nc2c1)c1cncc(Br)c1,-6%
CCN1CCN(C(=O)C2=C(C(=O)O)CCCC2)CC1,11%
COc1ccccc1CNc1nc(-c2c(C)noc2C)nc2ccccc12,10%
Cc1ccc(CNC(=O)CCS(=O)(=O)c2ccc(Br)s2)o1,11%
Cc1ccc(Nc2nc(C)cc(C)n2)c(Br)c1,2%
O=C(O)Cn1nc(-c2ccccc2)c2ccccc21,14%
COc1cc(N2C(=O)NC3CC2(C)Oc2ccccc23)cc(OC)c1OC (configuration not stated),1%
O=C(Nc1nnc(C2CCCCC2)s1)c1ccc(Br)s1,-6%
CCOC(=O)N1CCN(S(=O)(=O)c2cc(Cl)c(OC)cc2Cl)CC1,-2%
Cc1nc2ccccc2nc1OCC(=O)Nc1cc(C(F)(F)F)ccc1N1CCOCC1,-1%
Cn1c(=O)oc2cc(S(=O)(=O)NCCN3CCCCCC3)ccc21,-2%
O=C(Cn1c(=O)sc2ccccc21)Nc1ccc(S(=O)(=O)N2CCCCC2)cc1,-4%

# The list is partial. The share of hits here may be higher or lower than overall.
